Compound activity: PubChem, National Center for Advancing Translational Sciences (NCATS)
Tau ThT inhib: inhibitors of human tau fibril formation, thioflavin T binding | P10636 | recombinant tau K18 P301L, heparin-induced fibrillization, ThT fluorescence | Potency, µM (top dose mostly 57.4 µM), inactives show at the highest dose activity, negative = inhibition, usual class: inhibitors | 270,000 tested, 2.1% active | AID 1460; also: % is scaled to controls: 0 for no effect and ±100 for the full control effect; nearly all actives have a fitted effect of over 55% in size
Target sequence (P10636 561-689 P618L limits assumed): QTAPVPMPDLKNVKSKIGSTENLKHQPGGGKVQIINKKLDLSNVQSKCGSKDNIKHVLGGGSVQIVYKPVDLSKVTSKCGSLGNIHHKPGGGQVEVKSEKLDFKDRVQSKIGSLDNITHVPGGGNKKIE
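ThT emission at 510 nm, taken 1 hr after adding 30 uM dye, quantifies aggregates formed when 20 uM heparin acts on human tau K18 P301L for 6 hr at 37 C.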
Tau fibril FP: blocks human tau fibril formation measured by polarization; Potency, µM (doses to about 57.7 µM), inactives show at the top dose activity, negative = inhibition, most hits filed as inhibitors; AID 1468; 280,000 tested, 0.39% active; P10636; K18 P301L tau heparin fibrillization, Alexa594 FP, 6 h; also: % is scaled to controls: 0 for no effect and ±100 for the full control effect; nearly all actives have a fitted effect of over 55% in size
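Human tau K18 […] P301L fragment, 15 uM unlabeled plus 0.24 uM Alexa 594-labeled tau (final), with compound and 20 uM heparin in 100 mM sodium acetate pH 7; 6 hr at 37 C, then Alexa 594 FP read.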
TRb SRC2 PPI: disrupts binding of human TR beta to SRC2 | TRbeta-SRC2 peptide binding, fluorescence polarization; receptor liganded with 1 µM T3 | 280,000 tested, 0.065% active | AID 1469 | Potency, µM (top dose mostly 106 µM), for inactives: at the top dose activity change, negative = inhibition, most hits filed as inhibitors;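 also: plate controls were bound peptide for no effect and peptide without receptor for full effect; nearly all actives have a fitted effect of over 50% in size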
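Compounds were added to 0.6 uM TRb ligand-binding domain and 20 nM Texas Red-labeled SRC2 peptide in Tris buffer containing 1 uM T3, incubated 5 hr at ambient temperature, then read by fluorescence polarization.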
L3MBTL1 inh: inhibitors of human L3MBTL1; AID 485360; Potency, µM (series often up to 57.1 µM), for inactives: at the top dose activity, negative = inhibition, hits mostly inhibitors; AlphaScreen L3MBTL1–H3K9me1 peptide binding; 230,000 tested, 0.66% active; also: % is scaled to controls: 0 for no effect and ±100 for the full control effect; nearly all actives have a fitted effect of over 60% in size
Target sequence (Q9Y468 whole entry, looked up): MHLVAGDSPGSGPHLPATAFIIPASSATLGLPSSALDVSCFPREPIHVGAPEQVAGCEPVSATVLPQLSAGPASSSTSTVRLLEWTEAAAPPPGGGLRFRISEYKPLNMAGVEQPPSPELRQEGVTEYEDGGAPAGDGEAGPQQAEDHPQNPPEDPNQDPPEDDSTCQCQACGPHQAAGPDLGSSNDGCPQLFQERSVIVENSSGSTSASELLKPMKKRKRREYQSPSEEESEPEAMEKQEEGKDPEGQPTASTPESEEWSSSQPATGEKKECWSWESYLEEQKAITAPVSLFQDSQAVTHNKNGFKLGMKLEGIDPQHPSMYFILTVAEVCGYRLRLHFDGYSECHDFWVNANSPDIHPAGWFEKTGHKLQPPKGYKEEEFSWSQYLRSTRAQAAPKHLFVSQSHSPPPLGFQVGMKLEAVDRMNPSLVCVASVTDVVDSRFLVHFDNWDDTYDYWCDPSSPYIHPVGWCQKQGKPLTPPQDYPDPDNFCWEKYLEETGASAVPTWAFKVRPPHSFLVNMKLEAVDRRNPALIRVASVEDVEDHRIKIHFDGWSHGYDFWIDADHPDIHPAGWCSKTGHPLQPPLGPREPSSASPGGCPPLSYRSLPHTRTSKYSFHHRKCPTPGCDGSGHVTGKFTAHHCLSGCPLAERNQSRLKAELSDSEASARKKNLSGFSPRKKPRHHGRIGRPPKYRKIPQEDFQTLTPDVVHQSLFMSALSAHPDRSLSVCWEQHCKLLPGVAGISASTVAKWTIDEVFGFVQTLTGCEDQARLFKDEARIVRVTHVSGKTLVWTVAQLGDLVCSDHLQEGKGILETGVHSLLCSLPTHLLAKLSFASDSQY
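First, the protein-peptide complex forms for 30 min at room temperature (L3MBTL1 50 nM, biotinylated H3K9me1 peptide 75 nM). Next, compounds are pin-transferred and incubated 30 min. Finally, AlphaScreen beads are added and read after 30 min.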
RECQ1 helicase: inhibitors of human RECQ1 DNA helicase; Potency, µM (titrated, usually from 57.3 µM), inactives show at the highest dose activity, negative = inhibition, actives largely listed as inhibitors; RECQ1 DNA unwinding, red fluorescence kinetic read; P46063; 240,000 tested, 0.54% active;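 also: plate controls were vehicle for no effect and no enzyme for full effect; nearly all actives have a fitted effect of over 30% in size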
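RECQ1T1 50 nM; forked duplex (20 bp + 30-nt ss tails) 200 nM, ATP 2 mM final; pH 8.0, 2 mM MgCl2, 2.5 ug/ml poly(dI-dC); 15 min compound preincubation; discontinuous kinetic read over 2 h at RT.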
HTT cytoprotect: protects HTT-Q103 PC12 cells, measured by ATP | PC12 HTT-Q103 induced, cytoprotection, ATP luminescence, 40 h | Potency, µM (top dose mostly 56.4 µM), without a hit: cytoprotection (ATP increase), most hits filed as activators | 230,000 tested, 0.14% active | AID 1471;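 also: % of control where 0% means no effect; nearly all actives have a fitted effect of over 45% in size; toxic huntingtin expression switched on by the ecdysone agonist tebufenozide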
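Quantitative HTS on tebufenozide-induced (100 nM) PC12 cells expressing HTTQ103 exon 1–GFP; compounds tested as a concentration series; survival measured via cellular ATP.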
Tau fluor counter: counter-screen for tau fibril formation inhibitors. tau K18 P301L Alexa594 fluorescence, heparin fibrillization. Potency, µM (titrated, usually from 57.7 µM), for inactives: at the top dose activity change, negative = decrease. 280,000 tested, 0.93% active; also: % is scaled to controls: 0 for no effect and ±100 for the full control effect; nearly all actives have a fitted effect of over 55% in size
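Human tau K18 P301L (15 uM unlabeled, 0.24 uM Alexa 594-labeled) in 100 mM sodium acetate pH 7 with 20 uM heparin, 6 hr at 37 C. ThT 30 uM added, 1 hr ambient; Alexa 594 FP and total fluorescence read at 555/632 nm.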
TR SRC2 fluor cs: Texas Red fluorescence interference in TRb-SRC2 counter-screen; TRb/SRC2 Texas Red total fluorescence interference; Potency, µM (top dose mostly 106 µM), without a hit: at the top dose fluorescence change, negative = quenching; 280,000 tested, 0.29% active; active = well fitted curve in either direction with a large enough effect; inconclusive = small, poorly fitted or top-dose-only effect; also: % is scaled to controls: 0 for no effect and ±100 for the full control effect
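Flags fluorescent or light-absorbing compounds by total fluorescence, S + 2P, at 555 nm excitation and 632 nm emission. Mixture: 20 nM Texas Red SRC2 peptide, 0.6 uM human TRb LBD, 1 uM T3, 5% DMSO; compound exposure 5 h at ambient temperature.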
Starred values were filed as active, the others as inactive; i = inactive; ? = inconclusive; . = no result given; & = joins results of further samples; [ ] = remark or other dose. Unless noted, calls follow the shape of the dose curve; as a rule, active = well fitted curve in the direction sought with a large enough effect; inconclusive = small, poorly fitted or top-dose-only effect, or another doubt; inactive = no such curve, though single readings can be large; an effect the other way counts as inactive or inconclusive. Potency is read from the fitted curve at half-maximal effect. A portion of the library (hit frequency here may not be typical).

compound,Tau ThT inhib,Tau fibril FP,TRb SRC2 PPI,L3MBTL1 inh,RECQ1 helicase,HTT cytoprotect,Tau fluor counter,TR SRC2 fluor cs
CC1CC(C)CN(C(=O)CCc2ccccc2)C1 (configuration not stated),-4%,1%,5%,5%,-12%,-14%,-3%,0%
CCn1c(SCC(N)=O)nc2sc3c(c2c1=O)CCCC3,-20%,-1%,4%,.,-7%,0%,-9%,0%
Cc1ccc(S(=O)(=O)Nc2ccc(-c3nnc(SCC#N)n3C)cc2)cc1,2%,4%,1%,7%,i,-31%,-4%,-6%
CC(NC(=O)Nc1ncccn1)(C(F)(F)F)C(F)(F)F,15%,5%,-4%,.,2%,23%,9%,-4%
Cc1cc(C)c(NC2=NS(=O)(=O)c3ccccc32)c(C)c1,-14%,-5%,-2%,.,-3%,-5%,-9%,-6%
CC(C)(O)C(=O)N=Nc1c(O)[nH]c2ccccc12,10%,5%,-3%,54%[activator],i,-13%[10 µM],13%,1%
Cc1ccn(-c2cc(O)c(-n3ccc(C)n3)cc2O)n1,?,-12%,4%,-3%,i,-21%,-13%,0%
Nn1c(CSc2nc3ccccc3o2)nnc1CSc1nc2ccccc2o1,-11%,9%,2%,3%,-16%,-6%,-3%,4%
CCCc1cc(=O)oc2cc(Oc3ncccn3)ccc12,-10%,8%,-9%,.,0%,5%,1%,1%
CC(C)C(=O)NN(C(=O)C(C)C)c1nc2ccccc2s1,10%,2%,-5%,1%,-1%,19%[10 µM],6%,-3%
CCCC(=O)Nc1cccc(OCc2cc(=O)n3cccc(C)c3n2)c1,-6%,-8%,-9%,.,.,.,-5%,-2%
COCCCNCC(=O)Nc1sc(C)c(C)c1C(=O)OC,-7%,3%,-8%,.,-3%,-21%,-7%,-7%
Cc1ccccc1NC(=O)Nc1ccc(C(F)(F)F)cc1,12%,?,-5%,9%,i,-49%,-20%,-1%
COc1ccc(-c2nc(SCCOc3ccccc3Cl)n3[nH]c(=O)cc3n2)cc1,-4%,-1%,-3%,.,.,.,-8%,0%
COc1ccc(CNS(=O)(=O)c2cc3c(cc2Cl)NC(=O)CO3)cc1,-11%,1%,-5%,5%,.,.,-24%,-18%
Cc1cc(C)cc(OCCNS(=O)(=O)c2cccs2)c1,-10%,-1%,-2%,.,1%,-35%[inhibitor],-30%,-5%
O=C(c1ccc(S(=O)(=O)NCC2CCCO2)cc1)N1CCc2ccccc21 (configuration not stated),4%,4%,-14%,-11%[11.4 µM],i,?,2%,2%
COc1cccc(NC(=S)NNC(=O)CCn2cc([N+](=O)[O-])cn2)c1,-10%,2%,-12%,-3%,i,.,0%,-7%
Fc1cccc(Cn2cc(C(=S)N3CCCCC3)c3ccccc32)c1,-18%,-6%,-4%,-13%,-15%,11%[10 µM],-29%,-1%
CC1(C)[C@@H]2CC[C@@]1(C)C(=O)C2,3%&-8%,-3%&-2%,5%&8%&-8%,.,-2%,-29%[1.9 µM],-1%&-2%,-3%&1%&-1%

Additional results:
compound,Tau ThT inhib,Tau fibril FP,TRb SRC2 PPI,L3MBTL1 inh,RECQ1 helicase,HTT cytoprotect,Tau fluor counter,TR SRC2 fluor cs
Cc1cccc(NC(=O)C2CCN(S(=O)(=O)c3c(C)[nH]c(=O)[nH]c3=O)CC2)c1,-6%,-2%,3%,9%,2%,.,-14%,-3%
CS(=O)(=O)N(CCc1ccccc1)CC(=O)Nc1ccccc1,5%,4%,8%,8%,-2%,.,4%,-1%
Cn1c(=O)c2c(nc(NCc3ccco3)n2CC(O)CO)n(C)c1=O (configuration not stated),-6%,-7%,8%,-6%,-4%,22%[10 µM],-7%,-2%
Cc1ccc(S(=O)(=O)N(C)C)cc1NC(=S)NC1CCCC(C)C1C (configuration not stated),-6%,-9%,-10%,-6%,1%,-26%[10 µM],?,1%
CC1(C)CC(=O)C2=C(C1)OC(N)=C(C#N)C2C1C=CCCC1 (configuration not stated),-2%,9%,-3%,-5%[11.4 µM],-2%,2%,-1%,-1%
CC(C)NC(=O)C1CCN(C2CCN(C(=O)Cc3ccc4c(c3)OCO4)CC2)CC1,2%,-6%,-3%,4%,i,34%[10 µM],3%,-1%
O=C1NC(=O)/C(=C\c2ccsc2)N1,-6%,-1%,1%,.,-1%,-20%,3%,-1%
O=C(CC(c1ccccc1)c1ccccc1)NCC1CCCO1 (configuration not stated),4%,-2%,-9%,3%,-10%,-2%,3%,-1%
O=C1OCCC1Sc1nc2cc(Cl)ccc2s1 (configuration not stated),-1%,1%,-4%,3%,-8%,-26%,-1%,-3%
CC(=O)C1=C(O)CCC1=N,1%,3%,4%,-14%,-5%,-7%,6%,2%
C/C=C(/C)C(=O)OC1c2c(ccc3ccc(=O)oc23)OC(C)(C)C1OC(C)=O (configuration not stated),-5%,1%,-1%,14%,0%,19%[10 µM],-9%,-4%
COc1cccc(NC=C2C(=O)OC(C)(C)OC2=O)c1,-9%,-1%,-2%,2%,-7%,3%,1%,0%
CC(=O)c1sc(C(C)(C)C)cc1NC(=O)c1ccccc1C(=O)O,-1%,-5%,-5%,9%,1%,17%[10 µM],4%,-1%
COC(=O)CC1SC(=O)NC1=Nc1ccc(C)cc1 (configuration not stated),6%,-1%,-1%,-6%[11.4 µM],1%,12%,9%,-6%
CCOC(=O)c1cc2c(nc1NC(=S)NCc1ccccc1)CCCC2,3%,-1%,-7%,4%,0%,-16%[10 µM],-3%,2%
Cc1[nH]c(=O)[nH]c1C(=O)CCCCC(=O)OCC(=O)Nc1ccccn1,-8%,2%,0%,0.71µM*,0%,-22%,-5%,-6%
c1ccc(Oc2ncnc3sccc23)cc1,-3%,7%,-5%,7%,-3%,-25%,0%,-5%
CC1CCCN(S(=O)(=O)c2ccc(C(=O)Nc3ccccc3-c3nc4ccccc4[nH]3)cc2)C1 (configuration not stated),6%,?,-1%,6%,-6%,5%[10 µM],?,1%
Cc1cc(N2CCCCC2)nc2ccc(NC(=O)c3ccc(F)cc3)cc12,?,?,7%,.,.,.,16µM*[quencher],-4%
CCCc1cc(C(=O)OC)c(NC(=O)OCC)s1,-21%,-12%,-10%,23%,-2%,17%[10 µM],-17%,-5%

Continued.
compound,Tau ThT inhib,Tau fibril FP,TRb SRC2 PPI,L3MBTL1 inh,RECQ1 helicase,HTT cytoprotect,Tau fluor counter,TR SRC2 fluor cs
COC(=O)CCC/C=C1/SCC(NC(=O)c2ccccc2)C1O (configuration not stated),-17%,2%,-5%,.,-10%,-11%[0.074 µM],1%,4%
Cc1ccc(Cl)cc1NC(=O)c1oc2ccc(S(=O)(=O)N3CCCCC3)cc2c1C,-2%,8%,-1%,.,.,.,-9%,-2%
COc1ccnc(N=CNOCc2cccc(Cl)c2Cl)c1C#N,-10%,-16%,-14%,.,-9%,9%,-12%,-1%
COc1ccc(Cc2noc(CN(C)CCc3ccccc3)n2)cc1OC,-15%,-10%,0%,40%[activator],-5%,7%[10 µM],-17%,-2%
Cc1cc(OCC(=O)N2CCCC2)ccc1Cl,-2%,1%,-18%,2%,i,-9%[10 µM],2%,1%
COc1ccc(-c2nc(C)c(CCNC(=O)C(=O)Nc3cc(C)cc(C)c3)s2)cc1OC,?,1%,6%,.,.,.,-6%,-2%
Cn1c(CNc2cccc(Cl)c2)nnc1SCC#N,-4%,0%,-4%,.,-5%,-20%,-8%,0%
N#Cc1ccc(-c2ccc(F)cc2)nc1Sc1ccc(F)cc1,3%,-8%,4%,9%,-8%,-24%,-1%,1%
COc1ccc(C(=O)Nc2cc(Cl)ccc2OC(=O)c2ccc(OC)cc2)cc1,-9%,-3%,-13%,3%,i,-48%[inhibitor],-15%,2%
O=C(N/N=C/c1cc(Cl)cc(Cl)c1O)c1ccncc1,-13%,11%,-1%,28µM*,-1%,14%[10 µM],-11%,-2%
Nc1cccc([N+](=O)[O-])c1,2%,3%,4%&8%,6%[11.4 µM],10%,5%&-9%,8%,0%&-3%
O=C(Nc1cc(S(=O)(=O)N2CCCCC2)ccc1N1CCCCC1)C1CC1,-6%,3%,-1%,.,1%,1%[10 µM],-7%,-1%
COC(=O)Cc1cc(=O)oc2cc(OC)ccc12,8%,2%,8%,-3%,2%,2%[10 µM],4%,0%
COCCC(=O)NC12CC3CC(CC(C3)C1)C2,2%,1%,2%,.,-2%,-8%,8%,-1%
Cc1ccc(S(=O)(=O)c2cccc(S(=O)(=O)N3CCOCC3)c2)cc1S(=O)(=O)N1CCOCC1,5%,-3%,4%,0%,-1%,-8%,-6%,-9%
COc1ccc(C)cc1NC(=O)CN1c2ccccc2S(=O)(=O)c2ccccc21,4%,2%,6%,.,.,.,-10%,-4%
COCCCNC(=O)C1CC(=O)N(CCc2ccccc2)C1 (configuration not stated),-14%,2%,9%,.,-1%,-12%,-15%,0%
Cc1cccc(Nc2c([N+](=O)[O-])c(=O)oc3ccccc23)c1,.,9%,5%,.,-18%,9%[10 µM],-21%,-3%

Shown field by field: entries from further up
> O=C(N/N=C/c1cc(Cl)cc(Cl)c1O)c1ccncc1
  Tau ThT inhib = -13%; Tau fibril FP = 11%; TRb SRC2 PPI = -1%; L3MBTL1 inh = 28µM*; RECQ1 helicase = -1%; HTT cytoprotect = 14%[10 µM]; Tau fluor counter = -11%; TR SRC2 fluor cs = -2%

> Nc1cccc([N+](=O)[O-])c1
  Tau ThT inhib = 2%; Tau fibril FP = 3%; TRb SRC2 PPI = 4%&8%; L3MBTL1 inh = 6%[11.4 µM]; RECQ1 helicase = 10%; HTT cytoprotect = 5%&-9%; Tau fluor counter = 8%; TR SRC2 fluor cs = 0%&-3%
